mcGAS RapidFire: inhibitors of Mus musculus cyclic GMP-AMP synthase, initial high-throughput assay, cell-free, RapidFire MS; Q8C6L5; recombinant mouse cGAS, cGAMP by RapidFire MS; inhibition, % at 12.5 µM; 0.18% of 130,000 active; AID 1259397, 2018;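 active = inhibition of cGAS enzyme activity at or above 60%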;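 also: enzyme stimulated by 45 bp dsDNA with ATP and GTP substrates; cGAMP share of summed cGAMP plus half ATP and half GTP signals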
Target sequence (Q8C6L5 whole entry, looked up): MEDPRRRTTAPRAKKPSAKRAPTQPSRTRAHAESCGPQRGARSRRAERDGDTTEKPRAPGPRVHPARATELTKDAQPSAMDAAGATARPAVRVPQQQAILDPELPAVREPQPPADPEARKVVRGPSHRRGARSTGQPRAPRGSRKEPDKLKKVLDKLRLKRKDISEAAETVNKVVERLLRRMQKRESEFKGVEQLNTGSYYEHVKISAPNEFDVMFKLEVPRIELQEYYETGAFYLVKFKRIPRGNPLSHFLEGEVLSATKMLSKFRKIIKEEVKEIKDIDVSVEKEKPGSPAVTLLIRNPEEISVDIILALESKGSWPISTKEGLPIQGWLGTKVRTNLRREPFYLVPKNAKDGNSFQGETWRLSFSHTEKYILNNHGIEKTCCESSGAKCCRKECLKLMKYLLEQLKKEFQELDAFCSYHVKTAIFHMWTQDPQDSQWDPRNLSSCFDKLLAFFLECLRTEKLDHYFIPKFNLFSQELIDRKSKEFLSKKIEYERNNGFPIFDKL
* marks the source's active call; other numbers are inactive results; & = joins results of further samples. This is a subset; rates above refer to the full screens.

canonical_smiles | mcGAS RapidFire
CCCCN(C)C(=O)CC1C(=O)NCCN1Cc1cccc2ccccc12 (centres undefined) | -1.4
Cc1cccc(CN2CCN(Cc3ccc(-c4ccccn4)cc3)CC2)c1 | -8.3
Cc1ocnc1C(=O)N1CCc2[nH]nc(-c3ccc(-c4ccccc4)cc3)c2C1 | -31.8
Cc1cc(C)n(CC2CCN(C(=O)C3CCN(S(C)(=O)=O)CC3)CC2)n1 | -6.5
O=C(NCCCS(=O)(=O)N1CCN(c2ccccn2)CC1)C1(c2ccc(Cl)cc2)CCCC1 | -9.5
Cc1n[nH]c(C)c1C(=O)N1CCC(c2n[nH]c(=O)n2-c2ccccc2)CC1 | -32.9
O=C(Nc1ccc(N2CCNC2=O)cc1)c1ccc(F)cc1 | -4.2
COC(=O)c1ccc(C2c3sc(=O)[nH]c3SC3C(=O)N(CC(=O)O)C(=O)C32)cc1 (centres undefined) | 11.2
CNC(=S)N(Cc1ccc(S(N)(=O)=O)cc1)C1CC(=O)N(c2ccc(OC)cc2)C1=O (centres undefined) | 0.1
COc1ccccc1CNc1nc(C(C)(C)C)nc2c1cnn2C | -14.0

Later entries:
canonical_smiles | mcGAS RapidFire
Clc1ccc2nc(-c3cccnc3)cc(-c3ccccc3)c2c1 | -12.6
Oc1c(Br)cc(C=NN2CCOCC2)cc1Br | 23.0
c1ccc(-n2cc(-c3nc4c(cnn4Cc4cccs4)[nH]3)cn2)cc1 | -17.3
Cc1nc2ccccc2nc1OCC(=O)c1ccc(Cl)c(Cl)c1 | -22.5
COc1cc(CN2CCN(C3CCC3)CC2CCO)cc(OC)c1 (centres undefined) | -13.1
CNC(=O)C(C#N)C(=O)C(C)c1cccc(Cl)c1 (centres undefined) | 1.4
CNC(=O)CN(CCCO)c1ccccc1 | -4.3
CC1C(=O)N(c2cccc(Br)c2)CCN1C(=O)c1ccc(C(F)(F)F)cc1 (centres undefined) | -2.3
CN(C)C(=O)c1ccc(C(=O)OCc2ccc(N(C)C)cc2)cc1 | 6.3
CC1(C)CC(=O)C2=C(C1)c1oc(N)nc1C2c1ccc(-c2ccc(F)cc2)o1 (centres undefined) | -22.8

Other records:
canonical_smiles | mcGAS RapidFire
Cc1nc(C(C)C)sc1C(=O)N(C)Cc1cc(C(C)C)on1 | -27.4
CC(c1ncc(C(C)(C)C)o1)S(=O)(=O)c1nnc(NC2CCCCC2)s1 (centres undefined) | -8.7
CCOC(=O)C1(C)CCN1C(=O)c1cccc(OC)c1 (centres undefined) | -12.1
N#CC(=C(O)CSc1n[nH]c(N)n1)c1nc2ccccc2s1 | -3.0
CNCc1cn[nH]c1-c1ccc(F)cc1 | -20.2
CC(C)C1CN(C(=O)c2c[nH]c(=O)cn2)CCCN1Cc1ccc(F)cc1 (centres undefined) | -12.6
COC(=O)c1cc2n(n1)CCCN(CCOCc1ccccc1)C2 | -13.6
c1ccc(COc2ccccc2CNC2CCCc3ccccc32)nc1 (centres undefined) | -8.1
CCOC(=O)C1CCN(C(=O)CCc2csc(NC(=O)NC3CCCCC3)n2)CC1 | -6.2
Cc1cc(OCC(=O)NC(C)c2ccccn2)ccc1Cl (centres undefined) | 15.6

Further compounds
canonical_smiles | mcGAS RapidFire
CCNC(=O)[C@@H]1C[C@@H](N)CN1C(=O)c1ccc(Cn2ccc3ccccc32)o1 | -16.0
CCC1(c2ccc(F)cc2)NC(=O)N(C(C)C(=O)Nc2ccccc2C#N)C1=O (centres undefined) | -8.6
COc1ccc(-n2c3c(c(=O)[nH]c2=O)C(C(F)(F)F)(C(F)(F)F)N=C(CC(C)C)N3)cc1 | -7.1
OC(CNc1nccc(C(F)(F)F)n1)COc1ccc2c(c1)OCO2 (centres undefined) | -1.5
CC(=O)N1CCN(C(=O)c2ccc(OCc3ccc4ccccc4n3)cc2)CC1 | -4.7
COc1cccc(OC)c1OCCCOc1ccc(Br)cc1Cl | -1.6
COCCn1cc(OC(C)=O)c2c1nc(C)n1c3ccccc3nc21 | 6.2
CCc1nc(CN(C)C(=O)c2cc(NC(C)=O)ccc2Cl)no1 | -1.8
Cc1n[nH]c(C)c1Cc1nncn1-c1cccc(C(F)(F)F)c1 | -12.7
c1ccc(OCc2nc(CNCCN3CCOCC3)cs2)cc1 | -9.6

Other compounds follow.
canonical_smiles | mcGAS RapidFire
Cc1cccc(C(=O)N2CCC(N3CCCC(C(=O)N4CCOCC4)C3)CC2)n1 (centres undefined) | -9.4
Cc1[nH]c2ccc(CNC(=O)C3CCCN(Cc4ccco4)C3)cc2c1C (centres undefined) | -8.1
CC(C)(C)C1CCC(=NNc2nc3ccccc3s2)CC1 (centres undefined) | -9.3
CCOC(=O)CSC1=C(C#N)C(C)(C)C(C#N)C(=O)N1 (centres undefined) | -12.3
CN1CCC(Cc2noc(-c3nn(C)c4c3CCCC4)n2)CC1 | -18.4
COc1ccc(OC)c(NC(=O)C2(C)CCN2CCOc2ccc(C)cc2)c1 (centres undefined) | -8.3
COc1ccc(C(O)c2ncc(-c3cccc(OCc4ccccc4)c3)[nH]2)cc1F (centres undefined) | -8.0
CC(C)CCOc1ccc(C(=O)Nc2cc(Cl)ccc2C(N)=O)cc1 | 8.0
O=C1CCC(C(=O)N2CCN(c3ccccc3)CC2)CN1CCc1ccccn1 (centres undefined) | 2.2
CCn1cncc1CNC(=O)c1cc2n(n1)CCCN(C)C2 | -6.7

Other records follow.
canonical_smiles | mcGAS RapidFire
Cc1cn2nc(Sc3ccc4c(c3)OCCCO4)sc2n1 | 10.9
Cc1ccccc1-c1cc(O)c2c(c1)CN(Cc1cn(C)nc1C)CCO2 | -38.6
Cc1cccc(C)c1Cn1c(C)c(C(=O)NCc2ccc(F)cc2)sc1=O | -6.6
Cc1c[nH]c(CN2CCCC(N3CCCC3=O)C2)c(C)c1=O (centres undefined) | 10.0
Cc1nn(-c2ccc(N3CCOCC3)nn2)c2c1C(c1cccc(O)c1)CC(=O)N2 (centres undefined) | -0.3
CCCc1nc(N2CC(OCc3ccccc3)C2)c2cnn(C)c2n1 | -16.2
c1ccc(Cc2nnc(SCc3cn4ccccc4n3)n2-c2ccccc2)cc1 | -2.0
N#CC1(NCCCCCCNC2(C#N)CCCCC2)CCCCC1 | -10.0
CCc1ccc(C(O)c2ncc(-c3ccccc3C(F)(F)F)[nH]2)cc1 (centres undefined) | -5.5
O=C(CN1CCCCCC1=O)Nc1ccc(-c2ccccc2)cn1 | -11.0

Remaining list, next part
canonical_smiles | mcGAS RapidFire
CCCCCn1c(N2CCN(Cc3ccccc3C)CC2)nc2c1c(=O)[nH]c(=O)n2C | -5.6
Cc1ncc([N+](=O)[O-])n1CC(O)CCl (centres undefined) | -5.1&-2.2
CN(C)CC(NCc1cn[nH]c1-c1ccc(F)cc1)c1ccccc1 (centres undefined) | -8.5
O=C1CC2(CCCC2)C(=O)N1CN1CCc2ccccc2C1 | -5.5
CSc1cccc(NC(C(N)=O)c2ccccc2)c1 (centres undefined) | -7.7
CCCC1CCC(c2ccc(-c3noc(-c4cccc([N+](=O)[O-])c4)n3)cc2)CC1 (centres undefined) | -11.1
Cc1ccccc1C1(O)CCN(Cc2c(C)nn(C)c2N2CCOCC2)C1 (centres undefined) | -6.4
CCN=c1scc(C)n1N=Cc1ccc(Br)cc1 | -4.6
COc1ccc(C)cc1NC(=O)c1nn(-c2ccccc2C)c(=O)cc1OC | -27.5
Clc1ccc(OCc2ccccc2)c(CNc2nn[nH]n2)c1 | -25.2

Additional results.
canonical_smiles | mcGAS RapidFire
CCCCSc1nnc(Cn2c(=O)sc3ccccc32)n1C | 3.9
O=C(c1ccc(Cl)cc1)N1CCCC2(C1)C(=O)Nc1ccccc12 (centres undefined) | -15.0
COc1ccc(C2NC(=O)c3ccccc3N2)c(OC)c1OC (centres undefined) | -7.4
Cc1nc(N)nc(C)c1CC(=O)N1CCCC(O)(CN(C)C)C1 (centres undefined) | -15.0
CC1(Cc2ccc3c(c2)OCO3)C(=O)Nc2ccc(S(=O)(=O)NC3CCCCC3)cc21 (centres undefined) | -5.8
CCON=C(C)c1ccc(Nc2c(C)n(C)n(-c3ccccc3)c2=O)cc1 | -0.1
O=C(CN1C(=O)c2ccccc2C1=O)NCC12CC3CC(CC(C3)C1)C2 | -3.1
COc1cccc([C@@H]2CCN(Cc3cnc(-c4ccccn4)nc3)C[C@H]2O)c1 | -7.2
CCN(CC)CCNC(=O)c1cc2c(=O)n3cccc(C)c3nc2s1 | 0.8
CCc1ccc(-c2nc(SC3CCCCC3=O)n[nH]2)cc1 (centres undefined) | -14.7&-3.7

Going on with the list:
canonical_smiles | mcGAS RapidFire
CCCn1c(=O)c2c(nc3n2CC(C)CN3c2ccc(OC)cc2OC)n(C)c1=O (centres undefined) | -3.7
COc1cccc(CN2CC(C(=O)NCCn3ccc(C)n3)CCC2=O)c1 (centres undefined) | -8.1
CNC(=O)COc1ccc(-c2cccc(-n3cccn3)c2)cc1 | -28.7
COc1cc2c(cc1/C=C/C(=O)N1CCc3ccccc31)OC(C)C2 (centres undefined) | 6.4
CCN(Cc1ccccc1)C(=O)COC(=O)c1cccc(O)c1 | 5.2
CCO[C@H]1COC[C@@H]1NC1CCN(Cc2ccccn2)CC1 | -16.1
COc1c(C(=O)Nc2ccc(Cl)c(C#N)c2)c(C)nn1C | 10.4
CCOc1ccc(Cc2nnc(Nc3cccc(C)c3)[nH]c2=O)cc1 | 0.5
O=C(NC(Sc1ncccn1)C(=O)c1ccccc1)c1ccccc1 (centres undefined) | 23.5
COc1ccc(-c2oc3ccccc3c(=O)c2O)cc1OC | -4.8

As entered above:
Under mcGAS RapidFire, CNC(=O)COc1ccc(-c2cccc(-n3cccn3)c2)cc1 is listed with -28.7
Under mcGAS RapidFire, O=C(NC(Sc1ncccn1)C(=O)c1ccccc1)c1ccccc1 (centres undefined) is listed with 23.5

By substructure: the entries above containing a nitro group on carbon
canonical_smiles | mcGAS RapidFire
Cc1ncc([N+](=O)[O-])n1CC(O)CCl (centres undefined) | -5.1&-2.2
CCCC1CCC(c2ccc(-c3noc(-c4cccc([N+](=O)[O-])c4)n3)cc2)CC1 (centres undefined) | -11.1

Later entries:
canonical_smiles | mcGAS RapidFire
N#CCCN(CCC#N)C(=S)NC(=O)c1ccco1 | -8.7
CC(C(=O)N1CCCC(C(N)=O)C1)N1CCCC(c2ccncn2)C1 (centres undefined) | -7.2
COc1cc(CN2CCN(C3CCCCC3)C(CCO)C2)cc(Cl)c1O (centres undefined) | -9.0&-4.9
COc1ccc(OC)c(S(=O)(=O)NC(=O)C2(C)CCN2C(=O)C2(c3ccccc3)CC2)c1 (centres undefined) | -14.4
CNC(=O)c1ccc(S(=O)(=O)N(Cc2ccc(C)o2)C(C)C)cc1 | 6.9
CC1(C(=O)NS(=O)(=O)c2cccc(F)c2)CCN1C(=O)CC(c1ccccc1)c1ccccc1 (centres undefined) | 14.4
Cc1ccc([N+](=O)[O-])cc1N=Cc1nc(-c2ccccc2F)oc1O | 80.8*
Cc1c(CS(C)(=O)=O)cccc1NCc1ccc(C#N)cc1F | -4.7
CC(C)CCn1c(SCC(C)C)nc2c1c(=O)[nH]c(=O)n2C | -0.1
OCc1cn(C2CCN(Cc3ccc4c5c(cccc35)CC4)CC2)nn1 | 9.2

(list continues)
canonical_smiles | mcGAS RapidFire
COCCN(Cc1cccs1)C(=O)c1ccc2nc[nH]c2c1 | -7.7
CN(CC1CCCNC1)C(=O)c1cccc(NCc2cccs2)c1 (centres undefined) | -20.6
CCOc1ccc(N(CC(=O)Nc2cccc(Cl)c2)S(C)(=O)=O)cc1 | -1.5
CC(=O)NCC1CCN(C(=O)c2cc(Cl)c(Cl)n2C)CC1 | 3.4
O=C(NCC1CCCN(C(=O)c2cscn2)C1)c1ccc(-c2ccccc2)cc1 (centres undefined) | -4.2
COC(=O)C(C)(C)NCCc1ccccn1 | 0.6
O=C(COC(=O)c1ccc2c(c1)C(=O)N(c1ccccc1)C2=O)c1ccccc1 | 5.5
COc1cccc(-c2cc(C(=O)O)n3nc(-c4ccccc4)cc3n2)c1 | 15.2
CC(C)NCC(=O)N(Cc1ccc2c(c1)OCO2)Cc1ccco1 | -5.1
COc1cc(C)c(S(=O)(=O)N2CCCC2C(=O)NC2CC2)cc1OC (centres undefined) | 4.8

Next part
canonical_smiles | mcGAS RapidFire
CC(=O)N=c1sccn1CC(O)c1ccccc1 (centres undefined) | -4.3
CC1CCC2(CC1)OCC(Cn1cncn1)O2 (centres undefined) | 0.7
CCOC(=O)CNc1ccccc1C(=O)N1CCC2(CCOCC2)CC1 | -4.4
O=C1OC(/C=C/c2ccccc2)=NC/1=C/c1ccc(Br)cc1 | -7.1
COc1cccc2cc(-c3nnc(NC(=O)C4CCCN(S(C)(=O)=O)C4)o3)oc12 (centres undefined) | 8.7
COc1ccc(NC(=O)C2(C)CCN2CCc2ccccc2)cc1OC (centres undefined) | 4.8
Cc1ccc(C(C(=O)NCc2cccnc2N(C)C)N(C)C)cc1 (centres undefined) | -25.5
C#CCn1c(C2CCCCC2)nc2ccccc21 | -0.2
Cn1cc(-c2nnnn2-c2ccc(Cl)cc2)c2ccccc21 | -5.1
COC(=O)N1CCc2c(sc(NC(=O)c3ccccc3)c2-c2nc3ccccc3s2)C1 | -5.0

Other results follow:
canonical_smiles | mcGAS RapidFire
CCOc1ccccc1C(=O)N1CCCC1C(=O)NCc1cccs1 (centres undefined) | 5.3
CCCS(=O)(=O)c1c(S(=O)(=O)CCC)c2cnccn2c1C(=O)c1ccc(CC)cc1 | 2.8
CC(C)Cn1c(N)c(C(=O)CSc2nnc3n2CCCCC3)c(=O)n(C)c1=O | -9.6
CCOC(=O)c1c(C)sc2c1OC(=N)C(C#N)C21C(=O)N(CC(=O)NC(C)(C)C)c2ccccc21 (centres undefined) | -4.7
Cc1ccc(NC(=O)c2cn(Cc3ccc(NC(=O)CC4CCCCC4)cc3)cn2)cc1 | -7.8
O=C(Cc1cccs1)NC1C2COCC1CN(CCOc1ccccc1)C2 (centres undefined) | -2.3
C=CCN=C1NN=C(c2cccs2)CS1 | -15.4
c1ccc(-c2nc3c(c(N4CCN(Cc5ccc6c(c5)OCCO6)CC4)n2)CCC3)cc1 | -2.3

Screens deposited in PubChem BioAssay by Fisher Drug Discovery Resource Center.
